S1P3 ag: S1P3 (human) receptor agonism | Q99500 | activation, % at 4.5 µM | S1P3 NFAT-BLA reporter cells, FRET ratio; relative to 1 µM S1P, basal subtracted | actives 0.1% (n = 60,000);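 active means activation above the screen-wide mean plus 3 SD, cut at about 4.5% in these data, passing the limit was not always enough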; further: some compounds called inactive have numbers as strong as hits
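Benchmarks: high control 1 µM S1P / System: stable CHO line with human S1P3, Gα16, NFAT-BLA reporter / Dosing: single compound concentration, 4.5 µM final / Timing: 4 h compound at 37 °C, 2 h substrate at RT / Measured by: FRET β-lactamase substrate fluorescence, excitation 405 nm, 460/535 nm emission ratio, background-subtracted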
S1P1 ag-PAM: S1P1 (human) agonism or agonism potentiation | P21453 | activation, % at 9.5 µM | actives 0.57% (n = 56,000) | S1P1 CRE-bla cells, forskolin, beta-lactamase FRET, potentiator mode; S1P1 agonist co-added at EC20, 2 nM; 100% = saturating reference agonist, 0% = basal;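 active means activation above a cutoff set at the mean activation of all tested compounds plus 3 SD, cut at about 54% in these data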;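 further: forskolin at 4 µM as EC80 and the EC20 agonist is SEW2871; 100% = SEW2871 at its EC100 plus forskolin at EC80; some compounds past the cut are filed as inactive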
HEK293 NFkB inh: inhibitors of the PMA/ionomycin-induced NF-kB reporter in HEK293 cells | HEK-293 NF-kB luciferase reporter, luminescence | inhibition, % at 3 µM | actives 0.21% (n = 62,000);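 active means inhibition above the mean of all tested compounds plus 3 SD, cut at about 40% in these data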;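 further: 0% = stimulated DMSO wells and 100% = 10 µM reference inhibitor 5653914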
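Signal: luciferase luminescence; Material: HEK-293 cells with stable firefly luciferase reporter driven by four HIV NF-kB elements; Probe or stimulus: PMA with ionomycin; Replication: tested once; Times: 1 h compound pretreatment, then 16 h stimulation at 37 °C, 5% CO2; Benchmarks: DMSO and 10 µM reference inhibitor; Evaluation: per-plate % inhibition versus controls.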
5HT1a ag: agonists of human 5-HT1a serotonin receptor | activation, % at 10 µM | CHO 5-HT1a Ga15 NFAT-bla reporter, FRET ratio; 0% basal, 100% maximal reference agonist | AID 567 | actives 0.56% (n = 65,000) | P08908;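 active means activation above the screen-wide mean activation plus 3 SD, cut at about 19% in these data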;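 further: 0% = DMSO wells and 100% = 5-CT at EC100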
Target sequence (P08908 whole entry, looked up): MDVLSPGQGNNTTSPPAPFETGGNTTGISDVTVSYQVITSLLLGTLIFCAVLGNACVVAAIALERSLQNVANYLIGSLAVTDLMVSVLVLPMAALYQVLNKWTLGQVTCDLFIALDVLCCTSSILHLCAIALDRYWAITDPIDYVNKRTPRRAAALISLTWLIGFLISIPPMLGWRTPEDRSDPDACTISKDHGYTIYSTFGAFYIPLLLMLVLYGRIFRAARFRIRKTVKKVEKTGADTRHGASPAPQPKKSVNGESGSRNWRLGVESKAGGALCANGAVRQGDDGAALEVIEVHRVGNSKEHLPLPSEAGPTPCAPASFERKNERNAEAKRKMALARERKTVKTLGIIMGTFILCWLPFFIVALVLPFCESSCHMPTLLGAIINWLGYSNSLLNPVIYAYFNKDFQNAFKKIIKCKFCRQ
5HT1E ag: 5-HT1E (human) receptor agonism; P28566; CHO 5-HT1E Ga15 NFAT-bla reporter, FRET; 0% DMSO wells, 100% control agonist wells; activation, % at 6 µM; actives 0.69% (n = 65,000);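 active means activation above a set limit, the screen-wide mean activation plus 3 SD, cut at about 8.5% in these data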;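 further: 100% = positive control agonist at 1 µM giving full maximal response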
Target sequence (P28566 whole entry, looked up): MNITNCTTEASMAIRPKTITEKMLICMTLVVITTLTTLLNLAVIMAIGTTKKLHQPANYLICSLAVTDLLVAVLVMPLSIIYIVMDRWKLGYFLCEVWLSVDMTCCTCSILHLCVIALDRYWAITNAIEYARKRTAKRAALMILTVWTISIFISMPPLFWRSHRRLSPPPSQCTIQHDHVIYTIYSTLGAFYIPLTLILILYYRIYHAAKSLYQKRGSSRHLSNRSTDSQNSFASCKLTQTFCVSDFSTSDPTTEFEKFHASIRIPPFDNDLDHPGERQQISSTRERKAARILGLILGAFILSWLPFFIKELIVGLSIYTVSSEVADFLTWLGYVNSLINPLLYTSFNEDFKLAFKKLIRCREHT
5HT1a antag: antagonists of human 5-HT1a serotonin receptor; P08908; inhibition, % at 10 µM; CHO 5-HT1a Ga15 NFAT-bla reporter, antagonist mode; actives 0.68% (n = 62,000);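 active means inhibition above the mean of all tested compounds plus 3 SD, cut at about 43% in these data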;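 further: receptor stimulated by 5-CT agonist at 100 nM near EC80; beta-lactamase reporter measured by ratiometric fluorescence of a cleavable substrate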
Jurkat viability: cytotoxicity toward Jurkat cells. actives 1.2% (n = 56,000). AID 463. inhibition, % at 4 µM. Jurkat E6.1 viability, ATP luminescence, 48 h;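 active means inhibition above the mean inhibition of all tested compounds plus 3 SD, cut at about 28% in these data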
HTR1E antagonist: 5-HT1E (human) receptor antagonism | CHO 5-HT1E Ga15 NFAT-bla reporter, FRET, antagonist | inhibition, % at 6 µM | P28566 | actives 0.99% (n = 65,000);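 active means inhibition above a set limit, the mean inhibition across every tested compound plus 3 SD, cut at about 29% in these data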;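 further: signal is the 460 over 535 nm emission ratio of beta-lactamase substrate; 0% = agonist plus DMSO wells and 100% = wells without agonist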
D1 allo mod: D1 dopamine receptor (human) allosteric modulation. B-score at 10 µM. HEK293 D1, CRE-luciferase, dopamine EC30 potentiation; actives deviate in either direction. P21728. actives 5.9% (n = 58,000);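 active means luminescence count or its row- and column-corrected plate score outside the 99.7% band of the plate's sample wells, on either side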
* hit, by the source's call.

What do the screens show for `CC(=O)Nc1ccc(S(=O)(=O)N(C)CC(=O)NC2=NCCS2)cc1`?
S1P3 ag: -1.2; S1P1 ag-PAM: -22.3; HEK293 NFkB inh: 14.3; 5HT1a ag: -3.0; 5HT1E ag: 0.3; 5HT1a antag: -0.3; Jurkat viability: 4.7; HTR1E antagonist: -2.1; D1 allo mod: -1.5

Results for Nc1nc(CN2CCN(c3cccc(Cl)c3)CC2)nc(N2CCCc3ccccc32)n1 ?
S1P3 ag: -0.4; S1P1 ag-PAM: 0.0; HEK293 NFkB inh: 15.5; 5HT1a ag: 2.4; 5HT1E ag: -0.2; 5HT1a antag: -0.5; Jurkat viability: -10.4; HTR1E antagonist: -2.4; D1 allo mod: 1.17

How did COCCNC(=O)CN(CC1CCCO1)C(=O)CCC(=O)Nc1ccccn1 (stereo not drawn) do in these assays?
S1P3 ag: -0.9; S1P1 ag-PAM: -1.8; HEK293 NFkB inh: -7.0; 5HT1a ag: -2.7; 5HT1E ag: -0.2; 5HT1a antag: 0.3; Jurkat viability: -3.9; HTR1E antagonist: 8.3; D1 allo mod: 0.123

What do the screens show for `COCCCn1c(=NC(=O)c2ccncc2)c(C#N)cc2c(=O)n3cccc(C)c3nc21`?
S1P3 ag: 0.1; S1P1 ag-PAM: -5.2; HEK293 NFkB inh: 12.8; 5HT1a ag: 13.6; 5HT1E ag: 0.6; 5HT1a antag: -13.3; Jurkat viability: 5.5; HTR1E antagonist: -2.3; D1 allo mod: 0.738

What do the screens show for `Cn1c(C(=O)N2CCN(c3ccc(F)cc3)CC2)cc2c(=O)n(C)c3ccccc3c21`?
S1P3 ag: -0.4; S1P1 ag-PAM: -9.8; HEK293 NFkB inh: 15.2; 5HT1a ag: 0.7; 5HT1E ag: 0.5; 5HT1a antag: -8.9; Jurkat viability: 0.5; HTR1E antagonist: -2.2; D1 allo mod: -0.713

What do the screens show for `O=C1NC2(CCCCC2)Cc2ccccc21`?
S1P3 ag: -1.8; S1P1 ag-PAM: -15.5; HEK293 NFkB inh: 10.0; 5HT1a ag: -0.2; 5HT1E ag: 7.7; 5HT1a antag: -8.9; Jurkat viability: 6.7; HTR1E antagonist: 1.5; D1 allo mod: 0.0498

Results for O=C1NC2(CCCC2)N=C1c1ccc(Cl)cc1 ?
S1P3 ag: -1.5; S1P1 ag-PAM: -9.1; HEK293 NFkB inh: -4.3; 5HT1a ag: -1.3; 5HT1E ag: -1.3; 5HT1a antag: 5.2; Jurkat viability: 6.7; HTR1E antagonist: -8.3; D1 allo mod: 1.95

What do the screens show for `O=C(CCNC(=O)Cn1ccc2ccccc2c1=O)NCCCN1CCN(c2ccccc2F)CC1`?
S1P3 ag: -0.7; S1P1 ag-PAM: 39.9; HEK293 NFkB inh: 8.1; 5HT1a ag: -0.6; 5HT1E ag: 3.0; 5HT1a antag: 9.0; Jurkat viability: 4.9; HTR1E antagonist: 14.7; D1 allo mod: -0.624

How did O=C(COc1cccc(Oc2ccccc2)c1)Nc1ncccn1 do in these assays?
S1P3 ag: 0.7; S1P1 ag-PAM: -2.1; HEK293 NFkB inh: 0.6; 5HT1a ag: -1.1; 5HT1E ag: -0.7; 5HT1a antag: -1.3; Jurkat viability: -2.1; HTR1E antagonist: -7.3; D1 allo mod: -0.00755

What do the screens show for `CC1CCN(C(=O)c2ccc(NS(C)(=O)=O)cc2)CC1`?
S1P3 ag: -0.7; S1P1 ag-PAM: -1.6; HEK293 NFkB inh: 10.7; 5HT1a ag: 1.6; 5HT1E ag: -0.5; 5HT1a antag: -0.5; Jurkat viability: -1.0; HTR1E antagonist: 0.1; D1 allo mod: -0.898

How did Cn1c(=O)n(CCCOc2ccc(Br)cc2)c2ccccc21 do in these assays?
S1P3 ag: -0.4; HEK293 NFkB inh: 5.7; 5HT1a ag: -1.1; 5HT1E ag: -1.4; 5HT1a antag: 11.7; Jurkat viability: 0.0; HTR1E antagonist: -5.0; D1 allo mod: -0.125

What do the screens show for `CCN(CC)Cc1c(O)ccc2c(C)c(CC(=O)OC)c(=O)oc12`?
S1P3 ag: 0.3; S1P1 ag-PAM: -6.6; 5HT1a ag: 8.2; 5HT1E ag: 0.9; HTR1E antagonist: -8.0

Results for COc1ccc(CCNC(=O)CCSc2nc(-c3ccco3)cc(C(F)(F)F)n2)cc1 ?
S1P3 ag: -1.0; S1P1 ag-PAM: -6.3; HEK293 NFkB inh: 14.0; 5HT1a ag: 3.3; 5HT1E ag: 0.3; 5HT1a antag: 14.9; Jurkat viability: -7.5; HTR1E antagonist: -2.1; D1 allo mod: -0.884

Results for Cc1ccc(C)c(N2CCN(C(=O)C3CCCN(S(=O)(=O)c4cnc[nH]4)C3)CC2)c1 (stereo not drawn) ?
S1P3 ag: -0.6; S1P1 ag-PAM: -26.9; HEK293 NFkB inh: 10.5; 5HT1a ag: 1.1; 5HT1E ag: 0.9; 5HT1a antag: -21.0; Jurkat viability: 4.6; HTR1E antagonist: -10.8; D1 allo mod: 0.514

What do the screens show for `Cc1cnc(C(=O)OCC(=O)Nc2cc(Cl)cc(Cl)c2)cn1`?
HEK293 NFkB inh: 0.9; 5HT1a ag: -0.3; 5HT1E ag: -0.1; 5HT1a antag: -12.1; HTR1E antagonist: -4.3; D1 allo mod: 0.835

What do the screens show for `COC(=O)c1ccc(C2c3c(oc4cc(C)c(C)cc4c3=O)C(=O)N2CCCN(C)C)cc1` (stereo not drawn)?
S1P3 ag: -0.6; S1P1 ag-PAM: -3.9; HEK293 NFkB inh: -11.7; 5HT1a ag: 1.9; 5HT1E ag: -0.6; 5HT1a antag: 4.1; Jurkat viability: -7.3; HTR1E antagonist: 11.6; D1 allo mod: -0.231

Results for Cc1ccc2nc(-c3ccc(NC(=O)CN4CCN(C(=O)c5ccco5)CC4)cc3)sc2c1 ?
S1P3 ag: -1.2; S1P1 ag-PAM: -12.6; HEK293 NFkB inh: -3.2; 5HT1a ag: -2.4; 5HT1E ag: 1.6; 5HT1a antag: 1.8; Jurkat viability: 12.3; HTR1E antagonist: -4.5; D1 allo mod: -0.835

How did CCN1CCN(Cc2cc(=O)oc3cc4c(cc23)CCC4)CC1 do in these assays?
S1P3 ag: -1.2; S1P1 ag-PAM: -15.0; HEK293 NFkB inh: 3.5; 5HT1a ag: -0.5; 5HT1E ag: 0.6; 5HT1a antag: 8.6; Jurkat viability: -2.0; HTR1E antagonist: -2.3; D1 allo mod: -1.69

How did CCOC(=O)N1CCC(NC(=O)c2cc(C(=O)Nc3ccc(F)cc3F)ccc2CO)CC1 do in these assays?
S1P3 ag: -0.5; S1P1 ag-PAM: -12.9; HEK293 NFkB inh: 6.2; 5HT1a ag: -0.6; 5HT1E ag: 0.0; 5HT1a antag: 12.8; Jurkat viability: -1.7; HTR1E antagonist: 3.9; D1 allo mod: -0.117

Results for Cc1nn(C)cc1CNC(=O)C1C2CCC(O2)C1C(=O)O (stereo not drawn) ?
S1P3 ag: -0.8; S1P1 ag-PAM: 3.4; HEK293 NFkB inh: 13.4; 5HT1a ag: 0.4; 5HT1E ag: -1.0; 5HT1a antag: 12.6; Jurkat viability: 3.5; HTR1E antagonist: 4.3; D1 allo mod: -0.703

What do the screens show for `COc1ccc(NC(=O)c2ccc3c(c2)C(=O)N(Cc2cccnc2)C3=O)cc1`?
S1P3 ag: -1.3; S1P1 ag-PAM: -17.9; HEK293 NFkB inh: 3.5; 5HT1a ag: 0.7; 5HT1E ag: -0.6; 5HT1a antag: -5.1; Jurkat viability: -7.7; HTR1E antagonist: -1.0; D1 allo mod: -0.0972

Results for O=C(CSc1nnnn1-c1ccc2c(c1)OCO2)NCc1cccs1 ?
S1P3 ag: -1.4; S1P1 ag-PAM: 18.3; HEK293 NFkB inh: 10.2; 5HT1a ag: 2.2; 5HT1E ag: -0.8; 5HT1a antag: 2.6; Jurkat viability: -4.8; HTR1E antagonist: 2.2; D1 allo mod: -0.506

What do the screens show for `O=C(CCC(=O)OCC(F)(F)C(F)F)Nc1ccc(Cl)cc1`?
S1P3 ag: -1.3; S1P1 ag-PAM: -10.8; HEK293 NFkB inh: -3.0; 5HT1a ag: 0.0; 5HT1E ag: -0.2; 5HT1a antag: -9.9; Jurkat viability: -6.7; HTR1E antagonist: 9.7; D1 allo mod: -0.131

How did CC(=O)Nc1ccc(NC(=O)CN(c2ccccc2Cl)S(C)(=O)=O)cc1 do in these assays?
S1P3 ag: -0.6; S1P1 ag-PAM: -14.2; HEK293 NFkB inh: 10.2; 5HT1a ag: -3.1; 5HT1E ag: -1.0; 5HT1a antag: -11.3; Jurkat viability: 2.2; HTR1E antagonist: 0.9; D1 allo mod: 0.579

Results for Cc1c(N=C2C(=O)Nc3ccccc32)c(=O)n(-c2ccccc2)n1C ?
S1P3 ag: -0.1; S1P1 ag-PAM: 1.6; HEK293 NFkB inh: 3.4; 5HT1a ag: -0.5; 5HT1E ag: 0.3; 5HT1a antag: 3.3; Jurkat viability: -0.3; HTR1E antagonist: -8.7; D1 allo mod: 0.651

Results for Cc1cc(Nc2ccc(Br)cc2F)n2nc(C)nc2n1 ?
S1P3 ag: 0.3; S1P1 ag-PAM: -40.7; HEK293 NFkB inh: -1.6; 5HT1a ag: 0.4; 5HT1E ag: 1.3; 5HT1a antag: -6.2; Jurkat viability: -4.0; HTR1E antagonist: -19.5

What do the screens show for `CCc1ccc2[nH]c(=O)c(CN(Cc3ccc4c(c3)OCO4)Cc3nnnn3C3CCCC3)cc2c1`?
S1P3 ag: -0.6; S1P1 ag-PAM: -24.3; HEK293 NFkB inh: 8.2; 5HT1a ag: -0.1; 5HT1E ag: 0.0; 5HT1a antag: 11.5; Jurkat viability: 2.7; HTR1E antagonist: 10.3

What do the screens show for `Cc1cc(C)n(-c2nnc(C)n2/N=C/c2cc(Br)ccc2OCc2ccccc2)n1`?
S1P3 ag: -1.6; S1P1 ag-PAM: 25.4; HEK293 NFkB inh: -8.0; 5HT1a ag: 0.7; 5HT1E ag: 0.5; 5HT1a antag: 30.2; Jurkat viability: -6.2; HTR1E antagonist: 15.2; D1 allo mod: -0.654

Results for O=C(Nc1ccccc1)c1ccc(NCC2CCCO2)c(S(=O)(=O)N2CCOCC2)c1 (stereo not drawn) ?
S1P3 ag: 0.4; S1P1 ag-PAM: -3.9; HEK293 NFkB inh: -7.4; 5HT1a ag: -1.1; 5HT1E ag: -0.4; 5HT1a antag: 5.2; Jurkat viability: -2.2; HTR1E antagonist: 10.6; D1 allo mod: -0.44

What do the screens show for `Cc1c2c(nc3c(C(=O)NC4CC4)cnn13)CCCC2`?
HEK293 NFkB inh: 3.2; 5HT1a ag: 1.9; 5HT1E ag: 1.5; 5HT1a antag: -2.5; HTR1E antagonist: -18.9; D1 allo mod: 1.09

How did COc1cc(CN2CCC(C(=O)N3CCN(c4ccccc4F)CC3)CC2)cc(OC)c1OC do in these assays?
S1P3 ag: -0.5; S1P1 ag-PAM: -1.5; HEK293 NFkB inh: 2.5; 5HT1a ag: 0.1; 5HT1E ag: -0.4; 5HT1a antag: 4.5; Jurkat viability: -3.3; HTR1E antagonist: 1.1

Source: PubChem (several laboratories)
